Assay outcomes from PubChem BioAssay.
TRPV1 ag: agonists of human vanilloid receptor 1 (TRPV1); hit rate 0.19% among 320,000; TRPV1-expressing cells, Fluo-8 calcium influx, agonist mode; Q8NER1; activation, % at 8.33 µM; in the data active = activation above about 80%; inconclusive = between about 30% and that limit; also: 0% is about no effect
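Cells expressing TRPV1 were dye-loaded with Fluo-8 and read kinetically: 10 s baseline, 3 min after compound (agonist portion), then 2 min after EC20 capsaicin (allosteric enhancer portion). Calcium-bound dye fluorescence at 480/520 nm.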
S-ASM inh: inhibitors of human secretory acid sphingomyelinase; placental ASM, HMU-PC fluorogenic substrate, 60 min; Potency, µM (top dose mostly 57.5 µM), inactives show at the top dose activity change, negative = inhibition, usual class: inhibitors; hit rate 0.006% among 340,000; AID 504937; also: potency is read from the fitted curve at half-maximal effect
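Fluorescence read-out (Ex 386 nm, Em 447 nm) after stopping the reaction at pH 10. Enzyme: ASM from human placenta; substrate HMU-PC0, 9 uM final; 60 min, 37 °C. Compound preincubation 10 min, ambient temperature.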
B2AR arrestin: recruits beta-arrestin to the human beta2-adrenergic receptor. Potency, µM (highest dose often 46.1 µM), inactives show top-dose activation, usual class: activators. beta-arrestin recruitment to beta2AR, cell-based reporter. hit rate 0.02% among 330,000. AID 492947;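 also: potency is read from the fitted curve at half-maximal effect; 0% = DMSO controls and full agonism = EC100 isoproterenol or metaproterenol; nearly all actives have a fitted effect of over 65% in size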
Target sequence (P07550 whole entry, looked up): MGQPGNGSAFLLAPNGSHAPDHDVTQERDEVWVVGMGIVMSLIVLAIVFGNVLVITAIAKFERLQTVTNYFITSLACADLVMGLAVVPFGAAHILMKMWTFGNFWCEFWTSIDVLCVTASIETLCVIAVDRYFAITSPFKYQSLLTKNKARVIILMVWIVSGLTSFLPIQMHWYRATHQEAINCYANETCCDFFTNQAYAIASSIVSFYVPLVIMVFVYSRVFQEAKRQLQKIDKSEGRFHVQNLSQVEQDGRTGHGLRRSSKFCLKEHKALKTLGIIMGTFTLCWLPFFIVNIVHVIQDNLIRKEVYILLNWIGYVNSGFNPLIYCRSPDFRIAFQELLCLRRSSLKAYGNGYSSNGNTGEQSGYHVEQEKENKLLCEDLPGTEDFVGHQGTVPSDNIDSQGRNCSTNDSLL
TSG101-PTAP inh: blocks PTAP/TSG101 interaction to inhibit HIV-1 budding; Q99816; Fluorescence polarization, FITC-PTAP peptide / Tsg101 binding; 340,000 tested, under 10 active; AID 493005; Potency, µM (titrated, usually from 115 µM), without a hit: at the top dose activity change, negative = inhibition, usual class: inhibitors; active = well fitted inhibition curve with a large enough effect in the main read-out, with a control signal flat, not every such curve was filed as active; inconclusive = small, poorly fitted or top-dose-only effect, or effect the other way, or a change in a side signal; inactive = no such curve, though single readings can be large or run the other way; also: potency is read from the fitted curve at half-maximal effect; % of control where 0% means no effect
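FP read-out: FITC-PTAP peptide, 50 nM final, binding Tsg101 binding domain, 10 uM final; 20 min, r.t.; 10 mM HEPES pH 7.5, 0.15 M NaCl, 0.01% Tween 20, 3 mM EDTA, 0.1 mM TCEP.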
p53 reactivation: mutant p53 re-activation in reporter cells | H1299 p53-A138V BP100-luciferase reporter, luminescence, 24 h | Potency, µM (highest dose often 92.2 µM), inactives show at the highest dose activity change, positive = activation, most hits filed as activators | hit rate 0.063% among 320,000; also: potency is read from the fitted curve at half-maximal effect; % of control where 0% means no effect; nearly all actives have a fitted effect of over 45% in size
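p53-null H1299 cells stably carrying temperature-sensitive p53-A138V and a BP100-luciferase reporter were pinned with compounds (4-point, 1:5 series) and held 24 hrs at 37 deg C. Luminescence was read 10 min after detection reagent.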
BRCA1 expr up: BRCA1 expression activation. MCF7-BRCA1-FFLuc reporter, luminescence, 48 h; response scale: scaled: vehicle 0%, 10 µM genistein 100%. Potency, µM (highest dose often 46.1 µM), without a hit: at the top dose activation, actives largely listed as activators. hit rate 1.1% among 380,000; also: potency is read from the fitted curve at half-maximal effect; nearly all actives have a fitted effect of over 80% in size; some results filed as inactive show a strong effect at the top dose
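MCF7 cells carrying a BRCA1-firefly luciferase reporter (2000 cells/well, phenol-red free MEM) were attached for 2 h at 37 °C, then given compounds for 48 h. Luminescence was read 15 min after luciferase reagent; activity normalized to genistein (10 microM) and DMSO.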
uPA surface inh: blocks generation of uPA at the cell surface | cell surface uPA generation assay, qHTS | Potency, µM (top dose mostly 38.3 µM), for inactives: at the highest dose activity change, negative = inhibition, hits mostly inhibitors | hit rate 0.31% among 330,000; active = well fitted inhibition curve with a large enough effect; inconclusive = small, poorly fitted or top-dose-only effect; inactive = no such curve, though single readings can be large or run the other way; tested in mouse RAW 264.7 cells; also: potency is read from the fitted curve at half-maximal effect; % is scaled to controls: 0 for no effect and ±100 for the full control effect; nearly all actives have a fitted effect of over 55% in size
ELG1 genotoxic: induces genotoxicity in HEK293T cells with luciferase-tagged ELG1; HEK293T ELG1-luciferase reporter, luminescence, 16 h; Potency, µM (highest dose often 46 µM), for inactives: at the highest dose activity change, positive = activation, most hits filed as activators; hit rate 1.3% among 330,000; AID 504466; also: potency is read from the fitted curve at half-maximal effect; % of control where 0% means no effect; nearly all actives have a fitted effect of over 60% in size
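Luminescence read-out: rising ELG1-luciferase signal, reflecting elevated ELG1 protein under genetic stress, flags genotoxic compounds. Cells were treated for 16 hr at 37 °C before ONE-Glo detection.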
USP2a inh: USP2a (human) protease inhibition; O75604; AID 463254; Potency, µM (top dose mostly 38.3 µM), without a hit: at the highest dose activity change, negative = inhibition, usual class: inhibitors; hit rate 0.01% among 330,000; USP2 core, Ub-CHOP2 coupled fluorogenic reporter, 485/531;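 also: potency is read from the fitted curve at half-maximal effect; plate controls were DMSO wells for no effect and full inhibition by NEM control for full effect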
Target sequence (O75604 whole entry, looked up): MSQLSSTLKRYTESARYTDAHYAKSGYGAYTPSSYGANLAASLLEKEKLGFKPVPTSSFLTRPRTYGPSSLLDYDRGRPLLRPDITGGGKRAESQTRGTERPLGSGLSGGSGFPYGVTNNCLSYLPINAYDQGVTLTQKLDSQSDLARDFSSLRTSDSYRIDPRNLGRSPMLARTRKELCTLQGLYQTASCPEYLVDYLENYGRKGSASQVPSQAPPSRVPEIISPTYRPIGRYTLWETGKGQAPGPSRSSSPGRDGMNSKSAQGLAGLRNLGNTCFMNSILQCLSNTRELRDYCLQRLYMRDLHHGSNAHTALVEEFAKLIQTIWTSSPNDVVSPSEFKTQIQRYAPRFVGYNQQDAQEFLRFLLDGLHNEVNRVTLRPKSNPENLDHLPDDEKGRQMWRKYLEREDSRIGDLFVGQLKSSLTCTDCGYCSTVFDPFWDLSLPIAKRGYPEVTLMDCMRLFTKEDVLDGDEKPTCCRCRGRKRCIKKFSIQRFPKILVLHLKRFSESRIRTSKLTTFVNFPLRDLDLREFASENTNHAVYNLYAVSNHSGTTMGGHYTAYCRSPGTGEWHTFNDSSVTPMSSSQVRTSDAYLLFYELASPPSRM
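Deubiquitinase activity read as fluorescence (485/531 nm) after Ub-CHOP2 cleavage activates the enterokinase reporter on its substrate; USP2 core 10nM, Ub-CHOP2 and substrate 25nM each, 30min compound preincubation then 60min RT; data normalized to NEM, curves fitted.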
a7 integrin act: integrin-mediated muscular dystrophy alleviation activation | alpha7betagal myoblasts, beta-gal FDG fluorescence, 48 h | Potency, µM (doses to about 38.3 µM), without a hit: top-dose activation, usual class: activators | hit rate 0.064% among 350,000 | AID 624291;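 also: potency is read from the fitted curve at half-maximal effect; 100% = response of the positive control SU9516; nearly all actives have a fitted effect of over 60% in size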
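alpha7betagal+/- myoblasts (passage 13, 250/well) treated 48 h at 37C with compounds at 1:260 dilution of DMSO stock. Lysed, then beta-galactosidase activity read as FDG fluorescence (ex 480/em 540) after 30 min, with pre-read for autofluorescence.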
Eya2 phos inh: Eya2 (human) phosphatase inhibition. O00167. recombinant Eya2, OMFP fluorescence dephosphorylation (OMFP is methylfluorescein phosphate). Potency, µM (titrated, usually from 76.9 µM), inactives show at the highest dose activity, negative = inhibition, usual class: inhibitors. hit rate 0.006% among 330,000; also: potency is read from the fitted curve at half-maximal effect; % is scaled to controls: 0 for no effect and ±100 for the full control effect
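Eya2 protein (added as 0.2 uM solution) was preincubated with compound for 10 min at ambient temperature in 50 mM HEPES pH 7.5, 50 mM NaCl, 5 uM MgCl2, 0.05% BSA, 1 mM DTT. OMFP (added at 50 uM) then reacted 10 min; fluorescence read at 485/525 nm.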
* hit, by the source's call; u = inconclusive; x = not tested or not shown; & = joins results of further samples. Unless noted, calls follow the shape of the dose curve; as a rule, active = well fitted curve in the direction sought with a large enough effect; inconclusive = small, poorly fitted or top-dose-only effect, or another doubt; inactive = no such curve, though single readings can be large; an effect the other way counts as inactive or inconclusive.

cpd | molecule | TRPV1 ag | S-ASM inh | B2AR arrestin | TSG101-PTAP inh | p53 reactivation | BRCA1 expr up | uPA surface inh | ELG1 genotoxic | USP2a inh | a7 integrin act | Eya2 phos inh
1 | CC(=O)NC(C)c1cc(F)c2cccnc2c1O (stereo unspecified) | 1 | 6% | -0.1%&0.2% | 3% | 13% | -30% | u | -4% | 0%&-1% | x | 6%&6%
2 | CC(=O)Nc1ccc(S(=O)(=O)N2CCCC2C(=O)O)cc1 (stereo unspecified) | 0 | 4% | -0.1% | -6% | -7% | -1% | -6% | 0% | 0% | -22% | -12%
3 | Cc1cc(C(=O)N/N=C/c2ccc(OC(=O)c3ccccc3Br)cc2)n[nH]1 | 4 | 9% | -0.2% | -6% | 13% | 0% | -2% | 4% | 10% | 6% | -25%
4 | COc1ccc(/C=C(\NC(=O)c2ccccc2)C(=O)NCc2ccco2)cc1 | -2 | -1% | -0.3% | -4% | -5% | -3% | 0% | u | 3% | 0% | 6%
5 | Cc1cc(NC(=O)/C=C/c2ccccc2Cl)no1 | -3 | 2% | -0.4% | 0% | u | u | 1% | 13% | -2% | -6% | -1%
6 | O=[N+]([O-])c1cccc2ccc(/C=C/c3ccc(C(F)(F)F)cc3)nc12 | 0 | u | -0.2% | 2% | 19% | -30% | 5% | 0% | -3% | -35% | -4%
7 | CCCn1c(SCC(=O)c2ccc3c(c2)OCCO3)n[nH]c1=O | -2 | 5% | 0.2% | -1% | 4% | 10% | 2% | 4% | -1% | 4% | -6%
8 | Cc1cc(NC(=O)c2cnn3c(C(F)(F)F)cc(-c4ccccc4)nc23)no1 | u | -5% | 0.4% | -8% | 0% | -34% | 5% | 3% | 2% | 39% | -1%
9 | S=c1[nH]nc(C2CCCCC2)n1/N=C/c1ccco1 | 3 | 4% | 9.5% | -3% | -7% | -11% | 1% | 0% | 1% | -12% | 0%
10 | Cc1nn(Cc2ccccc2Cl)c(C)c1C(=O)Nc1nnc(C2CC2)s1 | -3 | -2% | 0.0% | 2% | -7% | -16% | -11% | -6% | 2% | -6% | 2%
11 | CNC(=O)N1c2ccccc2CCc2ccccc21 | 1 | -2% | 0.2% | -3% | -1% | 0% | 17% | 0% | 1% | u | 5%
12 | CC1(C)N=C(c2cccc(F)c2)C(=O)N1 | -1 | -1% | -0.9% | -4% | 5% | 5% | x | 1% | 2% | 14% | -11%
13 | O=C(COC(=O)c1cc(S(=O)(=O)N2CCOCC2)ccc1O)Nc1ccc2c(c1)OCO2 | x | -3% | 0.0% | -2% | 4% | 7% | -27% | 0% | 6% | -41% | 8%
14 | O=C(Cn1[nH]c(=O)c2ccccc2c1=O)OCC(=O)N(Cc1ccccc1)Cc1ccccc1 | -9 | -20% | -0.1% | 2% | -3% | 15% | 3% | -4% | -1% | 8% | 18%
15 | Cc1ccc(OCCSc2nc3ccccc3n2CCC(=O)O)cc1 | -2 | 6% | 0.0% | -6% | 23% | 32%&6% | -13% | -6% | 2% | u | 10%
16 | Cc1ncc([N+](=O)[O-])n1S(=O)(=O)c1cc(Cl)ccc1Cl | 5 | 0% | 0.2% | 0% | x | -6% | 3% | 0% | -2% | -2% | 10%
17 | O=c1c([N+](=O)[O-])cccn1Cc1cccc(Br)c1 | 2 | -3% | 0.5% | -1% | -3% | -3% | -6% | 2% | -2% | 23% | 0%
18 | CC1=C(C(=O)OC(C)C)C(c2ccncc2)n2ncnc2N1 (stereo unspecified) | 1 | 10% | x | -4% | x | -1% | 7% | x | x | -1% | x
19 | CC(=O)c1cc(C#N)c(NCc2ccccc2)nc1C | 0 | -1% | -0.1% | -10% | 1% | 17% | -4% | u | 14% | 9% | -1%
20 | Cc1ccc(CN2CCN(Cc3cnn(-c4ccc(Cl)cc4)c3)CC2CCO)o1 (stereo unspecified) | 2 | -1% | 0.4% | -2% | -1% | -19% | 3% | -5% | -2% | -14% | 2%
21 | CN(Cc1ccccc1)C(=O)c1ccc(NC(=O)Cc2cccc(NC(=O)C3CCN(C(=O)C4CCCC4)CC3)c2)cc1 | 3 | -9% | 0.0% | -3% | -5% | -3% | 9% | -3% | -1% | -15% | -13%
22 | O=C(NCc1ccco1)c1ccc(CS(=O)Cc2ccc(Cl)cc2)o1 (stereo unspecified) | 2 | -3% | -0.1% | -4% | 0% | 11% | 5% | 0% | 2% | 14% | -1%
23 | NC(=O)CC(NC(=O)c1ccc(Br)cc1)c1ccc(N2CCN(c3ccc(F)cc3)CC2)c([N+](=O)[O-])c1 (stereo unspecified) | 3 | -2% | -1.0% | 3% | -2% | 0% | -16% | -5% | -1% | -16% | 0%
24 | CCN(CC(=O)Nc1cc(Cl)ccc1C)C(=O)COc1cccc2c1OC(C)(C)C2 | 0 | 0% | -0.1% | -1% | -15% | -12% | 5% | -7% | 2% | 27% | 4%
25 | COc1cc2c(C(=O)NC3CCCCCC3)cn(C)c(=O)c2cc1OC | 13 | -4% | -0.4% | -1% | -2% | -7% | 1% | 7% | 0% | -23% | 8%
26 | O=C(CCNC(=O)c1ccc(Br)cc1)NNC(=O)c1ccccc1O | -2 | 11% | 0.3% | -3% | 9% | -71% | -9% | 0% | 1% | -11% | 13%
27 | CCOc1ccc(S(=O)(=O)NCCC(=O)NCC(c2cccs2)N(C)C)cc1 (stereo unspecified) | -2 | 11% | 0.0% | 1% | 17% | -1% | 2% | 4% | 2% | -23% | -3%
28 | CCCCN1CNC(=S)N(c2ccc(C(=O)OCC)cc2)C1 | 0 | 0% | -0.1% | -3% | 28% | 1% | 2% | 0% | -1% | -13% | -7%
29 | Cc1ccn2c(C(=O)CSc3ccc(Cl)cc3)c(C)nc2c1 | 25 | -14% | 0.0% | -4% | 1% | 0% | -2% | -6% | 0% | -23% | 6%
30 | Cc1cccc(OCC(O)CNC(=O)c2ccccc2C(=O)O)c1 (stereo unspecified) | x | 3% | x | -6% | x | 2% | -2% | x | x | 24% | x
31 | CC(c1ccccc1)C1CC(=O)N(c2ccc([N+](=O)[O-])cc2)C1=O (stereo unspecified) | 5 | 1% | -0.9% | -1% | x | -1% | 19% | -6% | 1% | -34% | -14%
32 | COc1cccc(OCCNC(=O)c2cccc(OC)c2)c1 | 2 | 2% | -0.1% | -5% | -2% | 12% | -3% | 0% | -3% | -3% | -4%
33 | CC(=O)Nc1cccc(C(=O)OCC(=O)c2ccc3c(c2)OCO3)c1 | 1 | -2% | -0.1% | -3% | -4% | u | -9% | u | 4% | 0% | 14%
34 | CSCC[C@H](NS(=O)(=O)c1ccc(C)cc1)C(=O)N1CCC(C(=O)N[C@@H](Cc2ccccc2)C(=O)O)CC1 | -1 | -3% | -1.0% | -11% | 6% | 7% | 2% | 4% | 1% | -11% | 10%
35 | O=c1c2cc(N3CCOCC3)ccc2[nH]c(=S)n1CCCN1CCCCC1 | 3 | 16% | -0.3% | -7% | -11% | -8% | 3% | -2% | 0% | -10% | -6%
36 | CCN(CC)C(=O)c1cc2c(=O)c3cc(Cl)ccc3oc2nc1C | -3 | 1% | 0.6% | -4% | -10% | u | -4% | 7% | 0% | 0% | 1%
